BCR signal inh = inhibitors of chronic active B-cell receptor signaling; ABC-DLBCL IkBa-CBG/CBR reporter, luminescence ratio, 4 h; Potency, µM (titrated, usually from 46.1 µM), for inactives: at the top dose ratio change, negative = lower green/red ratio, actives largely listed as inhibitors; actives 0.05% (n = 340,000); active means well fitted inhibition curve with a large enough effect in the signal ratio, with a control signal flat, not every such curve was filed as active; inconclusive means small, poorly fitted or top-dose-only effect, or effect the other way, or a change in a side signal; the % refers to the signal ratio;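 further: potency means the concentration at half of the fitted maximal effect; plate controls were basal doxycycline-induced cells for no effect and cells given 10 µM MG132 for full effect; MG132 reads +100%, hits lower the ratio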
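TMD8 ABC-DLBCL cells carrying doxycycline-inducible green luciferase fused to IkappaBalpha plus unfused red luciferase were exposed to compounds (up to 46 uM) for 4 hrs at 37C. Activity came from the overlap-corrected green/red luminescence ratio.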
TSHR antagonist = blocks TSH signaling through the human TSH receptor. actives 0.2% (n = 330,000). TSHR-expressing cells, TSH-stimulated cAMP HTRF, 2 h; active compounds read low. P16473. activity change, negative = inhibition, % at 11.5 µM;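 active means activity change below a set negative limit, meaning inhibition stronger than a set level, cut at about -70% in these data; inconclusive means activity change between two set negative limits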; further: on the % scale 0 is the no-effect control and ±100 the full control effect
Target sequence (P16473 whole entry, looked up): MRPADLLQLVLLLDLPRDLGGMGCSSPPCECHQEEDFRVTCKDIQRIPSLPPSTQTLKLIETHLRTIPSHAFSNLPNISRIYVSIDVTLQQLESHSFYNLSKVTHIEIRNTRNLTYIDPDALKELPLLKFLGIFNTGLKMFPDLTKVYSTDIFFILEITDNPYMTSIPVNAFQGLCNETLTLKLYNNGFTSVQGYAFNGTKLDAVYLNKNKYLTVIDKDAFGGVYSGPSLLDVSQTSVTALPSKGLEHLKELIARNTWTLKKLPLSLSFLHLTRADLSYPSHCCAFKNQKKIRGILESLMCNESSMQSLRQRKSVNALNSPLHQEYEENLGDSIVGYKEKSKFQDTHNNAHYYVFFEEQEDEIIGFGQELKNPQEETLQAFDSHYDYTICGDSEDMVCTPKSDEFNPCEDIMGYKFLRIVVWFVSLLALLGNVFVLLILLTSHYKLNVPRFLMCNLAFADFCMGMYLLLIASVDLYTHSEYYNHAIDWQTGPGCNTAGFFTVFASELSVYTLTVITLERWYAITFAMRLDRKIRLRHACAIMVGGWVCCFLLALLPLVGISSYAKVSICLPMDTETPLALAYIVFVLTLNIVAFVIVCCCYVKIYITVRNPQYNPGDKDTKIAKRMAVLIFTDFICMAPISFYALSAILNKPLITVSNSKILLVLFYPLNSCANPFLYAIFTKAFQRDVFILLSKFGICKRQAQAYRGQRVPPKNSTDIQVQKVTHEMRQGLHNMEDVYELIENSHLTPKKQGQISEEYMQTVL
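TSHR-expressing cells, 200/well, pre-treated with compound, then stimulated with EC80 TSH (4nM final) for 2 hours at 37 deg C. cAMP measured by competitive HTRF: anti-cAMP cryptate antibody in lysis buffer plus cAMP-d2, read after 30 minutes at room temperature.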
ELG1 repair inh = ELG1-dependent DNA repair inhibition; HEK293T ELG1-luciferase reporter, luminescence, 16 h; DNA damage induced by 5-fluorouridine; Potency, µM (highest dose often 46.1 µM), inactives show top-dose activity change, negative = inhibition, usual class: inhibitors; actives 2.3% (n = 330,000); further: potency means the concentration at half of the fitted maximal effect; on the % scale 0 is the no-effect control and ±100 the full control effect; nearly all actives have a fitted effect of over 55% in size
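Luminescence from the luciferase reporter, measured 30 min after ONE-Glo reagent at room temperature, was the read-out. Beforehand, 2,000 cells per well were exposed for 16 hr at 37 °C to 5-fluorouridine together with compound or vehicle.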
Tb PFK inh = blocks T. brucei phosphofructokinase; T. brucei PFK, ADP-Glo luminescence; Potency, µM (series often up to 57.5 µM), inactives show top-dose activity, negative = inhibition, hits mostly inhibitors; actives 0.17% (n = 330,000); O15648;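 further: potency means the concentration at half of the fitted maximal effect; 0% = uninhibited 1x PFK enzyme wells and -100% = no-enzyme wells; nearly all actives have a fitted effect of over 60% in size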
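Activity is normalized to no-enzyme wells (full inhibition) and 1.25 nM enzyme wells (no inhibition). Reaction: 0.5 mM F6P, 0.1 mM ATP, 45 min RT, ADP-Glo luminescence; concentration-response curves fitted and classed by quality.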
Eya2 inh = Eya2 (human) phosphatase inhibition; O00167; recombinant Eya2, OMFP fluorescence dephosphorylation (OMFP is methylfluorescein phosphate); Potency, µM (doses to about 76.9 µM), inactives show at the highest dose activity, negative = inhibition, hits mostly inhibitors; actives 0.006% (n = 330,000); further: potency means the concentration at half of the fitted maximal effect; on the % scale 0 is the no-effect control and ±100 the full control effect
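Eya2 (0.2 uM) preincubated 10 min at ambient with compound, then OMFP substrate added at 50 uM; 10 min reaction in 50 mM HEPES pH 7.5, 50 mM NaCl, 5 uM MgCl2, 0.05% BSA, 1 mM DTT. Fluorescence read at Ex 485/Em 525 nm.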
PTAP TSG101 blk = blocks PTAP/TSG101 interaction to inhibit HIV-1 budding; 340,000 tested, under 10 active; AID 493005; Fluorescence polarization, FITC-PTAP peptide / Tsg101 binding; Q99816; Potency, µM (doses to about 115 µM), without a hit: top-dose activity change, negative = inhibition, hits mostly inhibitors; active means well fitted inhibition curve with a large enough effect in the main read-out, with a control signal flat, not every such curve was filed as active; inconclusive means small, poorly fitted or top-dose-only effect, or effect the other way, or a change in a side signal; inactive means no such curve, though single readings can be large or run the other way; further: potency means the concentration at half of the fitted maximal effect; % of control where 0% means no effect
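FP read-out: FITC-PTAP peptide, 50 nM final, binding Tsg101 binding domain, 10 uM final; 20 min, r.t.; 10 mM HEPES pH 7.5, 0.15 M NaCl, 0.01% Tween 20, 3 mM EDTA, 0.1 mM TCEP.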
TCR act = activates T cell receptor signaling | Potency, µM (highest dose often 9.22 µM), inactives show top-dose activation of IL-2 secretion, hits mostly activators | primary human leukocytes, anti-CD3, IL-2 HTRF, 48 h | AID 504894 | 330,000 tested, under 10 active; further: % of control where 0% means no effect
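Using a-CD3 beads without co-stimulation, primary human leukocytes were exposed to compounds for 48 hr. An HTRF IL-2 kit measured the cytokine, with europium-to-d2 energy transfer producing emission at 665nm upon 320nm excitation.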
AT treatment = potential ataxia-telangiectasia treatments restoring KAP-1 phosphorylation; […] A-T fibroblasts, KAP-1 phosphorylation AlphaLISA; neocarzinostatin DNA damage 30 min before lysis; Potency, µM (doses to about 57.5 µM), for the others: at the highest dose activation, actives largely listed as activators; actives 0.19% (n = 320,000); further: potency means the concentration at half of the fitted maximal effect; % of control where 0% means no effect; nearly all actives have a fitted effect of over 45% in size
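hTERT-immortalized A-T patient fibroblasts ([…]), 500 cells/well in OPTI-MEM, 1% FBS, got compounds for 60 min, then NCS for 30 min at 37C. Lysates were then assayed for phospho-KAP-1 by AlphaLISA (anti-pKAP1 donor, anti-KAP1 acceptor beads), 6 hr at 25C.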
Mito fusion act = mitochondrial division inhibition or fusion activation | actives 0.23% (n = 320,000) | AID 485298 | Potency, µM (doses to about 46.1 µM), inactives show at the highest dose growth rescue (activation), actives largely listed as activators | S. cerevisiae fusion-defective mutant growth rescue, CellTiterGlo 48 h;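 further: potency means the concentration at half of the fitted maximal effect; % of control where 0% means no effect; nearly all actives have a fitted effect of over 45% in size; temperature-sensitive fusion mutants such as fzo1-1 at 37 °C on non-fermentable ethanol glycerol medium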
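Read-out: ATP-based luminescence (CellTiterGlo, 10 min ambient) reporting growth of fusion-defective ts yeast after 48 hours at 37C on glycerol/ethanol YPEG medium in the presence of compound.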
ASM inhibitor = human S-ASM enzyme inhibition. AID 504937. P17405. actives 0.006% (n = 340,000). placental ASM, HMU-PC fluorogenic substrate, 60 min. Potency, µM (series often up to 57.5 µM), inactives show at the top dose activity change, negative = inhibition, actives largely listed as inhibitors; further: potency means the concentration at half of the fitted maximal effect
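Steps: dispense placental human ASM, pin compound, wait 10 min at room temperature, add HMU-PC0 substrate at 9 uM final, incubate 60 min at 37 °C, add stop solution raising pH to 10, read fluorescence.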
Integrin act MD = integrin-mediated muscular dystrophy alleviation activation | alpha7betagal myoblasts, beta-gal FDG fluorescence, 48 h | Potency, µM (highest dose often 38.3 µM), for inactives: top-dose activation, actives largely listed as activators | actives 0.064% (n = 350,000) | AID 624291;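 further: potency means the concentration at half of the fitted maximal effect; 100% = response of the positive control SU9516; nearly all actives have a fitted effect of over 60% in size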
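Alpha7betagal+/- myoblasts (passage 13) were plated 16-24 hr, then exposed to compounds (1:260 dilution of DMSO stock) for 48 hours at 37C. After MPER lysis, β-galactosidase reporter activity was read as FDG fluorescence (ex 480/em 540) after 30 minutes.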
* = called active by the depositor; ? = inconclusive; . = not tested or not shown; [ ] = remark or other dose. Unless noted, the call rests on the fitted dose curve; in most records, active means well fitted curve in the direction sought with a large enough effect; inconclusive means small, poorly fitted or top-dose-only effect, or another doubt; inactive means no such curve, though single readings can be large; an effect the other way counts as inactive or inconclusive.

Under each structure: ELG1 repair inh | TSHR antagonist | Eya2 inh | AT treatment | BCR signal inh | Mito fusion act | TCR act | ASM inhibitor | Tb PFK inh | PTAP TSG101 blk | Integrin act MD
> CCCC(=O)Nc1cc(C(=O)O)ccc1Sc1ccc(C)cc1
    -14% | -12 | -17% | -5% | -2% | 1% | 8% | -4% | -4% | -1% | 0%
> CCOC(=O)C1(C(F)(F)F)N=C(C(F)(F)F)Nc2ccc(F)cc21 (stereo not drawn)
    4% | -7 | 1% | 2% | -8% | -9% | 0%[46.1 µM] | -1% | -5% | -1% | 16%
> CC(=O)NCCOC(=O)Nc1sc(=S)n(C)c1C
    -7% | -8 | 2% | . | 5% | -3% | 5%[46.1 µM] | 6% | -5% | -4% | 34%
> COc1cccc(C(CNC(=O)C2CCN(C(=O)Nc3ccccc3)CC2)N(C)C)c1 (stereo not drawn)
    ? | 1 | 21% | 7% | -2% | 5% | -2% | 1% | 0% | -2% | -4%
> CC[C@]12c3[nH]c4cc(CCC(=O)N(C)C)ccc4c3CCN1C(=O)[C@@H](CC(=O)NCCCOC)C[C@@H]2C(=O)N1CCN(C(=O)c2ccco2)CC1
    24% | 16 | 1% | -1%[11.5 µM] | ? | . | -2%[46.1 µM] | -3% | 4% | 0% | 6%
> CNc1nc(OC)nc(N2CCOCC2)n1
    16% | 5 | -7% | -3% | 0% | -1% | -4% | 2% | -4% | -6% | -19%
> CCn1ccnc1CN(C)C(=O)c1ccc(OC2CCN(CCc3ccccc3)CC2)cc1
    2% | -34 | -12% | -2% | -1% | 1% | 6% | 0% | 0% | -4% | 22%
> Cc1cc(C)c(C)c(S(=O)(=O)N2CCC(C(=O)OCC(=O)NC3CCS(=O)(=O)C3)CC2)c1C (stereo not drawn)
    14% | -14 | 4% | 5% | 1% | . | 3% | 3% | -5% | -7% | -10%
> CC1(C)CC(=O)C(Sc2nnc(-c3ccc(O)cc3)n2CC2CCCO2)C(=O)C1 (stereo not drawn)
    5% | 9 | 2% | ? | 0% | -1% | 5% | -2% | 6% | -9% | -21%
> O=C(C[C@H]1C/C=C\C[C@H](Cc2ccc(F)cc2)C(=O)O[C@@H](c2ccccc2)CNC1=O)N[C@@H](CO)Cc1ccccc1
    -4% | 8 | -5% | 13% | 0% | . | 1% | 0% | 3% | -1% | 29%
> Cc1cc(S(=O)(=O)n2cnc3ccccc32)c(C)cc1Cl
    -3% | -2 | 0% | -4% | -10% | -2% | -2%[46.1 µM] | 4% | 2% | -4% | -5%
> Cc1cc(Br)ccc1OCCCCN1CCCCC1
    -2% | 13 | 4% | 15% | -18% | ? | 2% | 0% | 0% | -1% | -63%[inhibitor]
> COc1ccc(N=C2S/C(=C\c3ccc(N4CCOCC4)o3)C(=O)N2CCc2c[nH]c3ccccc23)cc1
    ? | -14 | -2% | 0% | ? | -10% | . | . | ? | . | .
> Cc1cccc(N/N=C(\C(N)=O)C2=NC(C)(C)Cc3ccccc32)c1
    -18% | -26 | -5% | -8% | ? | 21% | -3%[46.1 µM] | -21% | 1% | -2% | -6%
> CC(Oc1cccc(Cl)c1)C(=O)Nc1cc(S(=O)(=O)N2CCOCC2)ccc1N1CCCC1 (stereo not drawn)
    4% | 6 | -12% | -5% | -4% | 0% | 3% | -6% | 4% | -1% | 5%
> CCN(CC)c1ccc(C(=O)N/N=C/c2ccccc2OC(F)F)cc1
    ? | -1 | 8% | -2% | -17% | -2% | 1% | 10% | 1% | -3% | -31%[inhibitor]
> Cc1cccc(NC(=O)CN2CCN(C(=O)C(C)Oc3ccc(C#N)cc3)CC2)c1C (stereo not drawn)
    ? | 12 | 5% | -1% | -5% | 5% | -4% | 6% | 7% | 0% | 22%
> CCc1cc2cc(C)cc(C)c2nc1SCC(=O)N1CCN(C(=O)c2ccco2)CC1
    8.2µM* | 5 | -5% | 2% | ? | 2% | -6% | -24% | -1% | -3% | -48%[inhibitor]
> COc1ccc(C(=O)Nc2ccc(-c3nnn(CC(=O)NCc4ccco4)n3)cc2)cc1
    12% | 0 | 11% | 0% | -1% | 2% | -1% | 0% | -1% | 0% | -52%[inhibitor]
> CC1C(=O)OC(c2ccc(Br)cc2)C(C)(C)C1=O (stereo not drawn)
    -4% | 7 | -20% | -2% | 8% | -3% | -6% | 2% | 1% | -4% | 22%
> CC(=O)NC(=S)Nc1ccc(NC(=O)COc2ccc(C(C)C)cc2)cc1
    8% | 8 | -2% | -2% | -3% | -9% | -3%[46.1 µM] | -6% | -9% | -1% | 15%
> O=C(NNC1CC(=O)N(c2ccc(Br)cc2)C1=O)c1ccco1 (stereo not drawn)
    -1% | 10 | -9% | -3% | 1% | -5% | 5% | 1% | -3% | 0% | -7%
> O=C(O)CCCN=Cc1c(O)c2ccccc2oc1=O
    -12% | 13 | -3% | -1% | ? | 18% | 7% | 3% | 7% | -1% | 13%
> COc1cc(CN(C)Cc2cc(=O)n3ccsc3n2)ccc1OC(F)F
    13µM* | -1 | 4% | 2% | 5% | -3% | 2% | 6% | -3% | -5% | -40%[inhibitor]
> CCOC(=O)c1cc(-c2ccc(/C=C3/C(=O)NC(=O)C(C#N)=C3C)o2)ccc1Cl
    22% | -16 | 4% | -10% | ? | -7% | -1% | -6% | -10% | -14% | -25%
> Cc1ccc(OCCCC(=O)Nc2ccccc2C(F)(F)F)cc1
    0% | -3 | -4% | -3% | -17% | -1% | -7% | 0% | 1% | -6% | 21%
> COc1ccc(/C=C/C=C2\N=C(SC)SC2=O)cc1
    ? | -6 | 2% | -5% | ? | 2% | -6%[46.1 µM] | -5% | 4% | ? | 0%
> CCc1c(C)c2ccc(OC(C)C(=O)NC(Cc3c[nH]c4ccc(O)cc34)C(=O)O)c(C)c2oc1=O (stereo not drawn)
    2% | -6 | 15% | 3% | 9% | -1% | 4% | 78%[activator] | 2% | -3% | 11%
> Cc1ccc2nc3c(c(C(=O)O)c2c1)CCC3
    12% | -10 | -7% | -11% | 0% | 9% | 6% | 5% | 1% | -3% | 15%
> c1ccc2c(Cn3nnc4ccccc43)cccc2c1
    -2% | -41 | -3% | 1% | ? | ? | -2% | -5% | -2% | -5% | 21%
> Cc1ccc(C)c(NC(=O)CN(C)C(=O)CN2C(=O)NC3(CCc4ccccc43)C2=O)c1 (stereo not drawn)
    -2% | 3 | 3% | 2% | 0% | 2% | -3% | 2% | 0% | -3% | 14%
> Cc1c(C(=O)O)sc2nc(-c3cccs3)cc(C(F)(F)F)c12
    -18% | -25 | -1% | -3% | 16% | ? | -6% | 341%[activator] | 5% | -2% | -10%
> Cc1cccc(-n2ncc3c(N4CCC(C)CC4)ncnc32)c1
    ? | -13 | -5% | 4% | ? | 12% | -6% | -1% | -1% | -6% | 1%
> CN(C(=O)CSc1nnc(-c2cccs2)o1)C1CCS(=O)(=O)C1 (stereo not drawn)
    9% | -2 | 6% | -3% | -2% | 1% | 12% | 2% | 1% | 0% | 19%
> COc1ccc2c(CC(=O)N[C@@H](Cc3ccccc3)C(=O)O)cc(=O)oc2c1C
    -6% | 12 | 2% | -2% | 1% | -1% | -1% | 8% | 4% | -6% | 43%
> CC(C)OCCCNC(=O)c1cn(C)c2ccc(S(=O)(=O)N3CCCC3)cc2c1=O
    10% | 10 | 2% | -14% | 3% | -2% | 3% | 3% | 0% | -2% | -13%
> COCCn1c(-c2ccccc2)nc2oc3ccccc3c(=O)c2c1=O
    14% | -1 | -7% | -4% | ? | -3% | -3% | -1% | 3% | -1% | 9%
> CC1=C/C(=N\NC(=O)c2ccccc2)CC1
    ? | 6 | -2% | 2% | ? | -6% | 2%[46.1 µM] | -4% | -3% | 1% | 10%
> C=C(C)CSc1nc2ncccc2[nH]1
    10% | 6 | -7% | -3% | 0% | -1% | 1% | -1% | 1% | 3% | -8%
